# Source: PubChem (several laboratories)
# KCNQ2 inh – KCNQ2 potassium channel inhibitors, primary screen, cell-based, CHO-K1, FluxOR thallium flux, B-score (AID 2156); 20 min; hits give low values; B-score at 10 µM; 310,000 compounds, 1.1% hits;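 active means fluorescence ratio B-score at most minus 3 library SDs, with starting brightness B-score within 2 library SDs, cut at about -5.5 in these data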
# OX1R antag – antagonists of human orexin 1 receptor (OX1R). 330,000 compounds, 1.8% hits. OX1R-expressing cells, FRET antagonist read-out. inhibition, % at 6.6 µM. O43613; in the data active means inhibition mostly above about 38%, no sharp cut-off; inactive means mostly below about 40%;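 further: 0% = agonist challenge alone and 100% = reference antagonist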
# Target sequence (O43613 whole entry, looked up): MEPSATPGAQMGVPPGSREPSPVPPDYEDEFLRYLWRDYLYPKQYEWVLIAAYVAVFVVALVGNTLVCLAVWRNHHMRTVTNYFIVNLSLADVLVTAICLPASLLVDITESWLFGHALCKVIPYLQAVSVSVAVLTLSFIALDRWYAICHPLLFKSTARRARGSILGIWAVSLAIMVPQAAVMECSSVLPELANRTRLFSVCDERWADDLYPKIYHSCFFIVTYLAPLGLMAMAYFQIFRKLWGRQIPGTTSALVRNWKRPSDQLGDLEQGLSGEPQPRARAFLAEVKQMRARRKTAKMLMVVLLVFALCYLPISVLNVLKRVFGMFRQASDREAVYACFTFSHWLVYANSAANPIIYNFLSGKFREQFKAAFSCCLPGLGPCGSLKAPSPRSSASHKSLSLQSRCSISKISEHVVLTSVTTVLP
# STK33 kinase inh – blocks human STK33 kinase activity; Q9BYT3; purified STK33, MBP phosphorylation, ADP-Glo luminescence; inhibition, % at 10 µM; 320,000 compounds, 0.073% hits;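 active means inhibition at or above 25%, using the most active replicate where run in duplicate; inactive means inhibition below 25%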
# Target sequence (Q9BYT3 whole entry, looked up): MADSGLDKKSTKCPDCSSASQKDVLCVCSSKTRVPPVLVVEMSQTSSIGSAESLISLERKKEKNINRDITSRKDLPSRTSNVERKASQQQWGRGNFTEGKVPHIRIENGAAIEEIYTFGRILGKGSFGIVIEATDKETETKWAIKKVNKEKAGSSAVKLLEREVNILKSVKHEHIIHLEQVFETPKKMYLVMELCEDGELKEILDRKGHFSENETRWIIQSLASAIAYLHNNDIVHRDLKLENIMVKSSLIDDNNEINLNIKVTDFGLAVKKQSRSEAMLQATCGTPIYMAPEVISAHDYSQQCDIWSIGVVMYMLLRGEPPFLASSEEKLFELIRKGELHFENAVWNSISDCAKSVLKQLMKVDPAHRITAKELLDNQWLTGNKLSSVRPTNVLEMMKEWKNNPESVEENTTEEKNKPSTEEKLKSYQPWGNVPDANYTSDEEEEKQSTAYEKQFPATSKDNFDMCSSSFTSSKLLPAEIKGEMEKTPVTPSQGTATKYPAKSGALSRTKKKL
# * hit, by the source's call; i = inactive; x = not tested or not shown; & = joins results of further samples.
SMILES,KCNQ2 inh,OX1R antag,STK33 kinase inh
CC1CCCC(NC(=O)CN2C(=O)COc3ccccc32)C1C (stereo not drawn),i,10.2,-0.8
CN1C(=O)N(C)C2(c3ccccc3)N(C(C)(C)C)C(=O)NC12c1ccccc1 (stereo not drawn),i,15.6,-1.1
CN(Cc1ccccc1)C(=O)c1oc(=O)c2ccccc2c1-c1ccccc1,i,17.5,-0.6
Cc1ccc(NC2=CC(=O)C(=O)c3ccccc32)c(C)c1,x,13.2,7.6
O=S(=O)(NNc1ccc(F)cc1F)c1cccc(Cl)c1,i,-1.9,-1.9
COc1ccc(C2(C)NC(=O)N(CC(=O)NC3CCCC3)C2=O)cc1OC (stereo not drawn),x,-2.8,1.2
c1ccc(CSc2nnc(SCc3ccccn3)s2)nc1,i,4.9,-1.8
NC(=O)C1CCCN(C(=S)NCc2ccc3c(c2)OCO3)C1 (stereo not drawn),i,13.1,-0.1
O=C(N1CCN(c2ccc(F)cc2)CC1)C1(c2cccs2)CCOCC1,i,18.2,-2.0
C=CCNC(=O)C1CC2c3ccccc3C1c1ccccc12 (stereo not drawn),i,17.6,0.9
CCCCCCn1c(N2CCC(C(N)=O)CC2)nc2c1c(=O)[nH]c(=O)n2C,i,5.2,-0.3
CCOC(=O)CNC(=O)c1ccccc1Br,i,7.8,0.0
Cc1ccc2c(c1)C1NC(=S)NC(C)(O2)C1C(=O)Nc1ccc(Cl)cc1 (stereo not drawn),i,-1.6,0.9
CCC1(C)Cc2ccccc2-c2nc[nH]c(=O)c21 (stereo not drawn),i,2.9,2.7
O=C(COC(=O)CCc1ccc(S(=O)(=O)N2CCCCC2)cc1)Nc1ccc2c(c1)OCO2,i,17.3,-1.1
CCOC(=O)c1ccc(-n2c(C)nc3c(cnn3-c3ccc(Cl)cc3)c2=O)cc1,i,7.5,-2.3
COc1cc(/C=N/NC(=O)[C@H](Cc2c[nH]c3ccccc23)NC(=O)OCC(C)C)cc([N+](=O)[O-])c1O,i,39.1,-1.7
CCOc1ccc(NS(=O)(=O)c2cc(C(=O)NCCN3CCOCC3)ccc2C)cc1,x,9.3,-0.4
Cc1cccc(N(CC(=O)NC2CC2)S(=O)(=O)c2ccc(Cl)cc2)c1,i,14.9,-0.4
O=CN1CCN(C(=O)CN2C(=O)c3ccccc3C2=O)CC1,i,32.6,1.1
COc1ccc(C)cc1NC(=O)CC1COc2ccccc2O1 (stereo not drawn),i,17.4,-0.1
COc1ccc2cc(CN(CCO)C(=O)c3ccccc3F)c(=O)[nH]c2c1,i,30.6,-0.9
O=c1oc(-c2ccco2)nc2ccccc12,i,21.8,-0.1
Cc1ccc2nc(CSc3nc(C)nc4c3oc3ccccc34)[nH]c2c1,x,39.5,-1.2
CCOC(=O)c1cccc(NC(=O)CCn2cccc2)c1,i,26.7,0.3
CC(C)COc1ccc(C(=O)Nc2cc(S(=O)(=O)N3CCOCC3)ccc2N2CCCC2)cc1,x,5.8,-0.5
Cc1oc(-c2cc(F)ccc2F)nc1CN1CCCN(C(=O)c2ccco2)CC1,i,7.3,0.0
Cc1cc(-c2nnc(SCC(=O)N3C(C)CCCC3C)o2)no1 (stereo not drawn),i,17.4,-2.2
NC(=O)N/N=C/c1cc(F)cc(F)c1,i,2.4,-0.9
CCOc1ncccc1C(=O)Nc1nnc(C)s1,i,14.5,-1.6

# An excerpt of these results, with values under each structure.
# Sequence of screens – KCNQ2 inh, OX1R antag, STK33 kinase inh
COc1cc(/C=N/NC(=O)[C@H](Cc2c[nH]c3ccccc23)NC(=O)OCC(C)C)cc([N+](=O)[O-])c1O
→ i, 39.1, -1.7
CCOc1ccc(NS(=O)(=O)c2cc(C(=O)NCCN3CCOCC3)ccc2C)cc1
→ x, 9.3, -0.4

# (cont.)
SMILES,KCNQ2 inh,OX1R antag,STK33 kinase inh
O=C(CNC(=O)c1ccco1)NCC(=O)OCC(=O)c1ccc(Cl)c([N+](=O)[O-])c1,i,41.1,-1.4
Cc1ccnn1CC(=O)N/N=C/c1ccc2c(c1)OCO2,i,20.5,-0.9
[O-][N+]1=C(c2cccs2)CN(O)C1,i,18.5,-0.1
COc1cc(NC(=O)c2cccs2)c(C(=O)OCC(=O)NC(=O)NCc2ccccc2)cc1OC,i,25.4,-3.2
[O-][n+]1onc2c1CCc1c-2nc(-c2ccccc2)n1OCc1ccccc1,i,3.4,-3.0
Cc1c(CN2CCC(n3nccc3NC(=O)c3cccc(F)c3)CC2)cnn1C,i,16.5,-1.1
COc1cccc(CC(NC(C)=O)C(=O)NC2CCN(S(=O)(=O)c3cccc4ccccc34)CC2)c1 (stereo not drawn),i,12.2,-0.3
Cc1ccc(S(=O)(=O)N2CCN(C(=O)CN3C(=O)NC4(CCCCC4)C3=O)CC2)c(C)c1,i,1.3,-1.1
CCOc1ccc(CCNC(=O)COC(=O)c2ccc(C)c([N+](=O)[O-])c2)cc1OCC,i,17.6,-1.1
C=CCn1c(CC(=O)Nc2cccc(OC)c2)nnc1SCC(=O)NC1CCCCC1,i,8.3,1.3
CCc1cccc(CC)c1NC(=S)NCCc1c(C)[nH]c2ccc(C)cc12,i,14.0,-1.1
CCc1nnc(NC(=O)c2ccc(S(=O)(=O)N3CCCC(C)C3)cc2)o1 (stereo not drawn),i,39.1,-0.8
CCOc1cc(NC(=O)c2cccs2)c(OCC)cc1NC(=O)CCC(=O)NCCN1CCOCC1,i,11.2,0.7
COc1ccc(NC(=O)c2cc(-c3ccncc3)nc3ccccc23)c(OC)c1,x,7.1,0.1
O=C(Nc1nncs1)C1(c2ccccc2)CCCC1,i,34.5,-0.2
CC(=O)c1cccc(NC(=O)C(C)OC(=O)CCn2c(C)csc2=O)c1 (stereo not drawn),x,1.6,-0.2
Cc1ccc(Cl)cc1N1CCN(C(=O)c2cc3c(=O)[nH]c4ccccc4c3n2C)CC1,i,16.9,-4.4
O=c1[nH]c2cc3c(cc2cc1C(c1nnnn1Cc1ccccc1)N1CCCCCC1)OCCO3 (stereo not drawn),i,11.3,0.6
COc1ccc(-c2sc3cc(OC)c(OC)cc3c2C#CCCO)cc1,x,16.0,-1.6
CCN1C(=O)/C(=C\N2CCN(c3cccc(Cl)c3)CC2)SC1=S,i,17.1,0.0
Nc1nc(Cl)cc(Sc2ccc(F)cc2)n1,i,10.1,-8.3
CC(C)C[C@H]1CN=C(Nc2ccccc2)N1CC1CCC(C(C)(C)C)CC1 (stereo partly drawn),x,4.6,0.8
COc1ccc(-c2cc(C(=O)NCC3CCCO3)c3cc(C)ccc3n2)cc1 (stereo not drawn),-5.58*,16.6,-1.7
O=C(COc1ccc([N+](=O)[O-])cc1)Nc1cc(S(=O)(=O)N2CCCCC2)ccc1N1CCCCC1,i,-2.8,-1.3
CCOC(=O)Cn1nnnc1CN(CCc1ccccc1)Cc1cc2cc(CC)ccc2[nH]c1=O,i,25.3,-1.1
CC(=O)c1cc(C#N)c(N2CCOCC2)nc1C,i,18.9,-0.6
CCC(=O)Nc1ccc(Oc2ccc3c(c2)C(=O)N(c2ccc(O)cc2)C3=O)cc1,i,3.8,-0.7
CN(CC(CC(=O)O)c1ccccc1)S(=O)(=O)c1ccc(Br)cc1 (stereo not drawn),i,17.1,0.8
O=C(NCC(c1cccs1)N1CCOCC1)c1cnc(Cl)c(Cl)c1 (stereo not drawn),x,7.0,-1.4
NC(=O)/C(=C\c1ccco1)NC(=O)c1ccc(Br)o1,i,11.0,-2.1
CN1C(=O)c2cccc3c(S(=O)(=O)Nc4ccccc4F)ccc1c23,i,21.9,-0.9
O=C(N1CCCCC1)N1CCC(c2nc3ccccc3[nH]2)CC1,i,4.3,-0.6
Cc1nn(-c2ccccc2)c2[nH]c(=O)c(CNCC3CCCO3)cc12 (stereo not drawn),i,20.4,-3.4
O=C(O)c1cc(-c2ccco2)nc2ccc(Br)cc12,i,26.8&11.6,-0.4
c1ccc(Cc2noc(CN3CCN(CCOc4ccccc4)CC3)n2)cc1,i,10.7,1.7
COc1ccc(/C(N)=N/OC(=O)c2ccc([N+](=O)[O-])c(C)c2)cc1OC,i,6.6,0.9
COc1cc2[nH]cc(C(=O)NCc3ccccc3)c(=O)c2cc1OC,i,2.6,0.0
COc1ccc(OC)c(C(=O)c2oc3ccccc3c2NC(C)=O)c1,i,23.9,-0.8
O=C(O)c1ccc(Cl)c(NCc2cccnc2)c1,i,11.6,-1.9
Fc1ccc(CN2CCN(c3ncnc4scc(-c5ccccc5)c34)CC2)cc1,i,4.5,1.3
O=C(COC(=O)c1c(F)cccc1F)NCCNC(=O)COC(=O)c1c(F)cccc1F,i,-5.9,-2.1
CN(C)c1ccc(/C=N/NC(=O)c2ccc3c(c2)OCO3)cc1,i,x,0.1
Clc1ccc(-n2nnnc2-c2ccccc2)cc1,x,16.1,-2.1
Cn1cc(SCC(=O)NCC2CCCO2)c2ccccc21 (stereo not drawn),i,6.2,0.1
O=C(N/N=C/c1ccc([N+](=O)[O-])o1)c1cn(-c2ccccc2)nc1-c1ccc(Cl)cc1,i,16.1,9.3
COc1ccccc1NC(=S)NCCc1ccc(OC)c(OC)c1,i,-7.1,0.4
O=C(NC1CCCCC1)C1CCN(C(=O)c2ccccc2Cl)CC1,i,10.6,-0.1
Cc1cccc(NC(=O)C2CCN(S(=O)(=O)c3cccs3)CC2)c1,i,4.4,-0.8
CCN1CCN(c2ccc(S(=O)(=O)N3CCCCC3)cc2NC(=O)c2cccc(C(F)(F)F)c2)CC1,i,20.1,x
CN(C)S(=O)(=O)N1CCN(C(=O)N2CCOCC2)CC1,i,6.7,-2.5
CCn1cc(CNC(=O)c2ccc3nc(Cc4ccccc4F)oc3c2)cn1,i,17.6,-0.4
CCC1(c2ccccc2)NC(=O)N(CC(=O)Nc2cc(S(=O)(=O)N3CCCCC3)ccc2OC(C)C)C1=O (stereo not drawn),i,1.7,-0.9
NNC(=O)c1ccc(CSc2n[nH]c(=O)[nH]c2=O)cc1,i,7.2,0.3
C[C@H](CO)N1C[C@H](C)[C@@H](CN(C)Cc2ccc(C(=O)O)cc2)Oc2c(NS(=O)(=O)c3ccccc3)cccc2C1=O,x,3.3,-1.1
COc1cc(C2CC(c3cccs3)=NN2C(=O)CCl)ccc1OC(F)F (stereo not drawn),i,20.0,-1.3
Cn1c(Nc2cccc(Cl)c2)nc2ccccc21,i,8.4,-1.2
Nc1cccc2c1C(=O)N(C(=O)c1ccc(Cl)c(S(=O)(=O)N3CCCCCC3)c1)C2=O,i,31.4,0.9
CCOc1ncccc1C(=O)OCC(=O)N1CCC(C)CC1,x,5.4,-1.2
C/C(=N\NC(=O)c1cc(O)cc(O)c1)c1ccc(NC(=O)Cc2ccccc2)cc1,i,25.6,-0.5
CCn1c(C)nc2cc(C(=O)NNC(=O)c3ccc(C)cc3)ccc21,x,10.6,0.8
# (list continues)
SMILES,KCNQ2 inh,OX1R antag,STK33 kinase inh
COc1ccc(OC)c(NC(=O)C(C)Oc2ccc(Br)cc2)c1 (stereo not drawn),i,19.1,-4.4
COc1ccc2c(c1OC)CN1CCc3cc4c(cc3[C@@H]1[C@@H]2O)OCO4,i,10.3,3.0
COCC(C)n1c(C)cc(C(=O)COC(=O)c2cc(=O)[nH]c3ccccc23)c1C (stereo not drawn),x,15.9,-1.3
Cc1ccc(C)c(N2CCN(C(=O)c3ccc4c(c3)c(C)c(C)n4C)CC2)c1,-6.64*,5.6,0.3
CC(=O)c1ccc(N2CCCCCC2)c(F)c1,i,8.5,0.3
CCn1cc(C(=O)O)c(=O)c2cc(F)c(N3CCNCC3)cc21,i,9.3,x
O=c1cc[nH]c2c(Cl)cccc12,i,-3.5,-0.9
CCOc1ccc(NC(=O)CCn2c(=O)[nH]c3ccsc3c2=O)cc1,i,6.8,1.2
CCOC(=O)C(c1ccccc1)C(Nc1ccc(Cl)c(Cl)c1)c1ccccn1 (stereo not drawn),i,7.3,-2.6
CN(C)c1cccc2cccc(N(C)C)c12,i,11.8,-0.2
COc1ccc(NC(=O)Nc2nc3c(s2)CCCC3)cc1,i,20.9,2.1
C=CCn1c(CCNC(=O)C(C)(C)C)nc2ccccc21,i,3.6,-1.1
Nc1c(Cl)cc(-c2csc(NCCc3nc4cc(Cl)c(Cl)cc4n3CCCO)n2)cc1Cl,i,30.1,1.6
Cc1nc(NC(=O)c2ccc(OCC(C)C)cc2)sc1Cc1ccc2c(c1)OCO2,i,10.5,-0.1
CCc1cc(=O)oc2cc(C)c(CN3CCCC3)c(O)c12,i,1.4,-1.1
CCCNC(=O)CN1C(=O)NC(CCc2ccccc2)C1=O (stereo not drawn),i,21.2,-1.5
Cc1onc(-c2ccccc2)c1C(=O)NCCSCc1ccco1,x,6.5,-3.0
O=C(Nc1nc2cc(Cl)ccc2s1)C1CCCN(S(=O)(=O)c2cccc3cccnc23)C1 (stereo not drawn),i,28.3,-0.6
Cc1cc(NS(=O)(=O)c2ccc(NC(=O)CCCOc3ccccc3C)cc2)nc(C)n1,i,9.1,0.3
CCN(CC)c1ccc(/C=N/Nc2nc(C)cc(=O)[nH]2)c(O)c1,i,20.7,-0.1
Cc1c(NC(=O)c2cc3nc(-c4ccc(Br)cc4)cc(C(F)(F)F)n3n2)c(=O)n(-c2ccccc2)n1C,i,9.6,0.9

# Of the compounds above, 6 have a nitro group on carbon:
SMILES,KCNQ2 inh,OX1R antag,STK33 kinase inh
COc1cc(/C=N/NC(=O)[C@H](Cc2c[nH]c3ccccc23)NC(=O)OCC(C)C)cc([N+](=O)[O-])c1O,i,39.1,-1.7
O=C(CNC(=O)c1ccco1)NCC(=O)OCC(=O)c1ccc(Cl)c([N+](=O)[O-])c1,i,41.1,-1.4
CCOc1ccc(CCNC(=O)COC(=O)c2ccc(C)c([N+](=O)[O-])c2)cc1OCC,i,17.6,-1.1
O=C(COc1ccc([N+](=O)[O-])cc1)Nc1cc(S(=O)(=O)N2CCCCC2)ccc1N1CCCCC1,i,-2.8,-1.3
COc1ccc(/C(N)=N/OC(=O)c2ccc([N+](=O)[O-])c(C)c2)cc1OC,i,6.6,0.9
O=C(N/N=C/c1ccc([N+](=O)[O-])o1)c1cn(-c2ccccc2)nc1-c1ccc(Cl)cc1,i,16.1,9.3
